Screens deposited in PubChem by several laboratories.
IDE act: activators of human insulin-degrading enzyme in cells. P14735. HEK cells, FAbeta-B cleavage, fluorescence polarization; 0% vehicle, 100% cell-free pure enzyme wells. activation, % at 5.96 µM. hit rate 0.073% among 340,000. AID 493087;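 active means activation above the mean of all tested compounds plus 3 SD, set per screening campaign, cut at about 17% in these data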
CRFR2-BP antag: blocks CRF-induced signaling of the CRF-BP/CRF-R2 complex | hit rate 0.59% among 350,000 | HEK293 CRF-R2/CRF-BP, CRF-induced calcium fluorescence | inhibition, % at 11.8 µM;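 active means inhibition of the ligand-induced calcium signal above about 50% at the single tested concentration, limit read from the data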
GalR3 antagonist: antagonists of human GalR3; hit rate 0.44% among 360,000; O60755; HEK293 GalR3-CNG cAMP membrane potential fluorescence; galR3 body fused to GalR1 C-terminus; AID 651719; inhibition, % at 3 µM;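 active means inhibition above the screen-wide average plus 3 SD, cut at about 13% in these data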;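 further: forskolin and galanin both at EC90 stimulate the cells; cAMP rise reported by CNG channel membrane potential dye signal; 0% = forskolin plus galanin with DMSO and 100% = forskolin alone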
PHOSPHO1 inh: inhibitors of human PHOSPHO1 phosphatase. Q8TCT1. recombinant PHOSPHO1, absorbance phosphatase assay. inhibition, % at 13.3 µM. hit rate 1.1% among 290,000; in the data active means inhibition above about 60%
MEKK3 PB1 HTS: modulators (inhibitors or enhancers) of MEK5 binding to human MEKK3 PB1 domain. hit rate 1.4% among 290,000. binding response (% of control), % at 10 µM. bead-based flow cytometry, Alexa488-MEK5 binding to MEKK3; actives lie on both sides; 0 = blocked by unlabeled MEK5, 100 = vehicle. Q99759;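 active means binding response more than 3 SD above or below the average of its plate-row segment, actives on both sides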;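 further: Alexa488 bead fluorescence after subtracting the streptavidin-only scavenger bead signal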
M4 PAM: CHRM4 positive allosteric modulation; AID 624126; CHO-K1 hM4/Gqi5, Fluo-8 calcium fluorescence, ACh EC20; 0% = ACh EC20, 100% = maximal ACh; P08173; activation, % at 3 µM; hit rate 0.4% among 360,000;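 active means activation above its plate's cutoff, the mean activation of sample wells plus 3 SD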; further: some results filed as inactive read as strong as hits
CRFR2-BP ag: CRF-BP/CRF-R2 complex agonism; activation, % at 13.2 µM; HEK293 CRF-R2/CRF-BP, calcium dye fluorescence (FLIPR); percent of saturating CRF peptide response; AID 588473; hit rate 0.46% among 350,000;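 active means activation of at least 50%, plus an integration ratio under a set limit after plate pattern correction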;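 further: plate controls were neutral control wells without compound for no effect and CRF at EC100 for full effect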
IDE inh: inhibitors of human insulin-degrading enzyme in cells; P14735; hit rate 0.41% among 320,000; HEK cells, FAbetaB cleavage, fluorescence polarization; inhibition, % at 5.59 µM;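 active means percent inhibition above the average of all tested compounds plus 3 SD, set per screening campaign, cut at about 16% in these data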;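 further: IDE supplied by intact live HEK cells; FP after avidin binding of uncleaved biotin substrate so inhibition keeps polarization high; 0% = DMSO wells and 100% = 60 µM reference IDE inhibitor Ii1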
p-CIP stab down: lowers stability of the mouse p/CIP coactivator protein | Q05BA5 | F442A p/CIP-EGFP cells, EGFP fluorescence, 16 h | decrease of EGFP signal, % at 10 µM | hit rate 0.01% among 290,000 | AID 1984;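 active means EGFP signal decrease of at least 30% at 10 µM or well 3 SD below plate mean, unless failing retest; inactive means the rest, including hits failing retest or dose response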; further: some compounds called inactive have numbers as strong as hits; many of its hits are not listed in these tables
* hit, by the source's call; . = no result given; & = joins results of further samples. No enrichment for hits; overall some 4.2% were active at least once.

SMILES	IDE act	CRFR2-BP antag	GalR3 antagonist	PHOSPHO1 inh	MEKK3 PB1 HTS	M4 PAM	CRFR2-BP ag	IDE inh	p-CIP stab down
CCC1CCCCN1C(=O)COC(=O)c1cncc(Br)c1 (configuration not stated)	.	-1	-3	.	.	3	-0.8	.	.
COc1ccc(NC(=O)/C(N=Nc2cc(S(=O)(=O)Nc3ccc(OC)cc3)ccc2OC)=C(\C)O)cc1	4	7	-3	13	108	-1	-4.3	-1	-1
Cc1cc(C)cc(SCc2noc(C(=O)NCC3CC3)c2C(=O)NCC2CC2)c1	.	-1	-8	.	109	.	1.0	5	.
Cc1ccc(S(=O)(=O)N(C)c2c(C)ccc(S(=O)(=O)Nc3ccncc3)c2C)cc1	-2	-2	-2	-1	97	4	1.3	-1	6
Cn1c(=O)[nH]c(=O)c2c1nc(OC(=O)c1ccccc1)n2CC(O)COc1ccccc1 (configuration not stated)	-2	3	-3	0	98	1	-0.9	-5	-4
CCS(=O)(=O)N1CCN(c2ccc([N+](=O)[O-])c(NCc3ccccc3)c2)CC1	8	-6	0	-35	98	-3	1.3	6	3
COc1ccc(Nc2cc(Nc3cc(OC)c(OC)c(OC)c3)ncn2)cc1	-1	7	-6	.	102	2	-1.8	-1	-2
NC(=O)c1cc[n+](Cc2ccc([N+](=O)[O-])cc2)cc1	3	-8	-10	23	99	-2	0.9	0	5
O=S1(=O)CC(O)C(NCCO)C1 (configuration not stated)	1	9	-1	65*	99	3	-1.4	-8	1
C=CCNC(=O)c1ccc([N+](=O)[O-])c(Cl)c1	-3	13	-1	43	87	-3	-2.1	6	-6
COc1ccc(C2CC(c3ccc([N+](=O)[O-])cc3)=NN2C(=O)c2ccccc2)cc1OC (configuration not stated)	-1	-4	3	-10	84	13	0.0	2	13
CCCCOc1ccc(C(=O)Nc2ccc(OCC(=O)N3CCOCC3)cc2)cc1	-7	16	2	1	95	-3	-8.6	-5	-9
COc1ccc(NC(=O)CN(C)CC(=O)Nc2cccc(F)c2)cc1S(=O)(=O)N1CCCCC1	2	34	-4	.	.	3	-3.8	.	.
CC(=O)Nc1ccc(OCc2nnc(-c3ccccc3)o2)cc1	-3	7	-6	34	96	8	-0.5	-2	-6
CCOC(=O)C1(CCOC)CCN(Cc2nc(C(C)C)cs2)CC1	6	5	8	35	105	-5	2.8	2	1
CCNCc1nc2cc(Cl)ccc2c(=O)[nH]1	7	30	9	-15	99	17	7.8	0	3
COc1cc(CC(=O)NCc2ccco2)cc(OC)c1OC	-1	-1	-8	26	99	6	4.3	1	-2
CC(Sc1n[nH]c(-c2cccs2)n1)C(=O)Nc1ccc(C(N)=O)cc1 (configuration not stated)	-3	-3	-3	.	.	5	0.5	1	.
O=C(Nc1ccccc1Cl)c1cc(S(=O)(=O)N2CCC3(CC2)OCCO3)ccc1F	.	15	-6	.	.	-2	-0.4	.	.
COc1ccc(CNC(=O)c2ccc(SC)cc2OC)cc1	-5	10	-10	-16	102	-3	2.3	-2	-10
CN(c1ccccc1)S(=O)(=O)c1cccc(NS(=O)(=O)c2cccc(C(=O)O)c2)c1	-4	7	-1	.	.	8	3.1	-6	.
CCCC(=O)N1CC(=O)Nc2ccc(C)cc2C1c1ccccc1 (configuration not stated)	-2	-5	-9	2	96	-7	-1.1	-8	-11
COC(=O)c1ccc(COc2ccc3c4c(c(=O)oc3c2)CCC4)o1	5	-5	-5	-10	97	0	-1.9	-1	-16
O=C(c1ccco1)N(Cc1cc2ccccc2[nH]c1=O)C1CCCCC1	-2	-41	-3	11	101	-7	9.4	3	1
FC(F)(F)c1ccccc1-n1c(-c2ccco2)n[nH]c1=S	0	20	-8	-148	104	2	14	2	3
Cc1cc(C)nc(N(C#N)CC(=O)Nc2ccccc2)n1	-3	10	2	40	104	-1	-0.2	-6	0
CN(C(=O)c1ccc2c(=O)n3c(nc2c1)CCCCC3)c1cccc(Cl)c1	-5	-6	-6	32	101	-3	0.2	0	2
COc1ccc(N(C(C)=O)S(=O)(=O)c2cccs2)cc1	-4	-15	-6	-2	101	-2	0.9	1	1
Cc1ccc(C(=O)N2CCC(Cc3ccccc3)CC2)cc1[N+](=O)[O-]	-3	-14	-3	-16	104	-13	0.0	-7	-10
COc1ccc(Cc2nnc(NC(=O)Cc3cccs3)s2)cc1	2	6	.	34	.	1	0.4	.	-3
Cc1ccc(-c2nc(SCC(=O)NCC3CCCO3)c(-c3ccc(C)cc3)[nH]2)cc1 (configuration not stated)	5	19	.	-14	111	5	-11	-1	-14
CN(C(=O)CSc1ccc2c(c1)OCCO2)c1ccccc1	4	1	-4	.	.	-5	0.8	-3	.
CN(CC(=O)NCC1CCCO1)S(=O)(=O)c1ccc2ccccc2c1 (configuration not stated)	.	10	-4	.	.	1	-1.3	.	.
CC(C)Oc1ccc(CNC(=O)CCC(=O)N2CCSc3ccccc32)cc1	8	2	.	28	100	1	-0.3	0	2
O=S(=O)(NC1CCC(NS(=O)(=O)c2c(F)cccc2F)CC1)c1ccc2c(c1)OCCO2 (configuration not stated)	-3	-11	-6	.	.	10	-0.8	7	.
Cc1ccc(-c2noc(CN(C(=O)C34CC5CC(CC(C5)C3)C4)C(C)C)n2)cc1	-6	-19	-6	41	103	9	1.8	0	-6
CCCCN1c2cc(C)c(O)cc2C(C(=O)OCC)C1C (configuration not stated)	.	-30	-5	14	100	.	0.4	-1	-3
O=C(CSc1nnc(-c2cccnc2)n1Cc1ccco1)N1CCc2ccccc21	-7	8	-3	14	93	-1	-0.7	-2	10
O=C(O)[C@@H]1CCCC[C@@H]1C(=O)N1CCc2ccccc2C1CN1C(=O)c2ccccc2C1=O (some centres not stated)	3	30	1	23	103	7	0.2	1	-11
O=S(=O)(Nc1ccccc1N1CCCCC1)c1ccc(Cl)s1	-5	-12	-8	17	104	-5	-1.3	10	-6
CCOC(=O)c1ccc(S(=O)(=O)NNC(=O)COc2cccc(C)c2)cc1	3	-3	-4	-10	102	3	-5.2	1	4
Cc1ccc2nc(-c3ccccn3)[nH]c2c1	2	10	-11	.	101	4	0.4	3	-2
COC(=O)COc1ccc(S(=O)(=O)Nc2ccc3c(c2)OCCO3)cc1C	3	-18	-10	40	107	-11	1.0	1	-1
O=S(=O)(NCc1ccccn1)c1ccc2ccccc2c1	3	7	-10	2	97	1	0.2	5	10
O=C(Nc1cc(Cl)ccc1-n1cncn1)c1ccco1	0	-8	4	10	99	-5	-2.5	2	3

Entries of single compounds, looked up by structure. Values in the order: IDE act	CRFR2-BP antag	GalR3 antagonist	PHOSPHO1 inh	MEKK3 PB1 HTS	M4 PAM	CRFR2-BP ag	IDE inh	p-CIP stab down
`CN(CC(=O)NCC1CCCO1)S(=O)(=O)c1ccc2ccccc2c1` (configuration not stated) across the screens: .	10	-4	.	.	1	-1.3	.	.
`Cc1ccc2nc(-c3ccccn3)[nH]c2c1` across the screens: 2	10	-11	.	101	4	0.4	3	-2

Next section.
SMILES	IDE act	CRFR2-BP antag	GalR3 antagonist	PHOSPHO1 inh	MEKK3 PB1 HTS	M4 PAM	CRFR2-BP ag	IDE inh	p-CIP stab down
C/C(Cn1nnc([N+](=O)[O-])n1)=N\NC(=O)c1ccccc1	5	16	0	21	101	10	0.0	1	-7
Cc1ccc(C)c(N2CCN(C(=O)CCCCCn3c(=S)[nH]c4ccc(N5CCOCC5)cc4c3=O)CC2)c1	-2	4	-6	-18	99	-10	0.9	2	-14
O=C(COC(=O)Cc1ccccc1F)Nc1cccc(S(=O)(=O)NC2=NCCCCC2)c1	-4	-1	-3	20	108	1	1.4	-2	7
CC(=O)Nc1ccc(S(=O)(=O)NC2(C(F)(F)F)C(=O)NC(C)=C2C#N)cc1 (configuration not stated)	10	-10	-4	33	104	-1	4.7	4	-13
O=C(NCc1ccccn1)Nc1cccc(NC(=O)NCc2ccccn2)c1	-2	-2	-2	25	104	0	-0.2	2	-4
NC(=O)CC(NC(=O)Cc1ccc(Cl)cc1)c1ccc(NC2CCCCCCC2)c([N+](=O)[O-])c1 (configuration not stated)	-3	3	-3	36	102	4	-0.6	4	1
NNCCc1ccccc1	0	21	.	1	112&102	-6	-1.1	-2	-6
Cc1c(C(=O)N2CCCCC2)c(S(=O)(=O)Nc2cccc(Br)c2)c(C)n1C	-1	-5	-3	22	105	2	-0.6	8	5
CCN(CC(=O)Nc1ccc(NC(C)=O)cc1)C(=O)c1cc(-c2ccccc2Cl)nc2ccccc12	5	0	0	.	.	-9	0.1	.	.
COc1ccc(C(C)=O)cc1CSc1ccccn1	2	-10	-2	-28	96	-10	0.6	-1	-4
Cc1cc(S(=O)(=O)Nc2nc(CN3CCOCC3)nc3sc4c(c23)CCC4)cc(C)c1C	1	5	-3	.	.	3	-1.9	.	.
CC(C)(C)OC(=O)C[C@H]1C/C=C\C[C@H](CC(=O)N(CCO)Cc2ccccc2)C(=O)N2CCC[C@H]2COC1=O	4	-8	-3	.	.	-6	-3.5	-2	.
Cc1ccc(N2C(=O)/C(=C/c3ccco3)SC2=S)cc1	3	-21	-3	-15	101	9	0.3	-2	8
O=C1C=C(c2ccc(Oc3ccccc3)cc2)C[C@@H](c2ccc3c(c2)OCO3)C1	4	-9	-5	.	.	0	0.9	1	.
COCCCC1CCN(C(=O)CCc2nnc(CCCCc3ccccc3)o2)CC1	-1	-3	-5	-6	94	-1	0.7	0	-9
O=C(O)CCCC(=O)N1N=C(c2ccccc2)CC1c1ccc2nccnc2c1 (configuration not stated)	0	29	-1	12	136*	3	-3.9	1	5
CCOCCOc1nc2c(c(=O)n(C)c(=O)n2C)n1CCc1ccccc1	0	-6	-3	15	76	2	1.2	4	2
CSc1nsc(SCC(=O)Nc2ccccc2C(N)=O)n1	2	-1	-4	45	101	-4	-2.0	0	-11
Cc1cccc(NC(=S)N(CCc2nc3cc(C)c(C)cc3[nH]2)Cc2cccnc2)c1	2	-9	-3	12	104	-6	-0.1	4	-17
CCCc1nc2n[nH]c(N)c2c2c1CCC2	4	-10	2	14	101	1	-1.6	7	-5
NC(=O)N/N=C/c1cc(Br)ccc1OC(=O)c1ccccc1	5	-2	-5	-4	107	-7	-1.1	2	5
O=C(COc1ccccc1)Nc1ccccc1F	4	3	-10	44	104	5	-0.7	-3	-13
CNC(=O)C(=O)NCC1OCCN1S(=O)(=O)c1ccc([N+](=O)[O-])cc1 (configuration not stated)	4	1	0	-10	96	18	2.2	-1	-9
Cc1cc(C)c(NC(=O)COC(=O)c2ccc([N+](=O)[O-])s2)c(C)c1	1	-14	-2	14	95	-4	0.6	-1	-7
O=S(=O)(/C=C/c1ccccc1)Oc1ccccc1	3	3	-3	2	101	2	0.9	-1	0
Cc1nn(CC2CC2)c(=O)n1-c1cccc(Cl)c1	1	3	-8	-4	154*	-5	2.2	2	2
N#CCC(=O)N/N=C/c1ccc(OC2CSC2)cc1	7	17	1	15	99	7	-6.1	0	6
CC1CCC(NC(=O)c2ccc(NC(=O)CC3SC(N4CCCC4)=NC3=O)cc2)CC1 (configuration not stated)	0	-2	-4	.	.	0	-0.3	-1	.
COc1ccccc1CNC(=O)C1CC(c2cccc([N+](=O)[O-])c2)=NO1 (configuration not stated)	5	18	-7	6	105	5	-6.2	1	22

Two compounds picked at random from those above:
SMILES	IDE act	CRFR2-BP antag	GalR3 antagonist	PHOSPHO1 inh	MEKK3 PB1 HTS	M4 PAM	CRFR2-BP ag	IDE inh	p-CIP stab down
Cc1cc(C)c(NC(=O)COC(=O)c2ccc([N+](=O)[O-])s2)c(C)c1	1	-14	-2	14	95	-4	0.6	-1	-7
O=C(COc1ccccc1)Nc1ccccc1F	4	3	-10	44	104	5	-0.7	-3	-13
